Assay outcomes: PubChem BioAssay, several laboratories
HTR5A inv ag = counter-screen for OPRM1-OPRD1 inverse agonists: human HTR5A inverse agonism | HTR5A cell line, luminescence | inhibition, % at 9.3 µM | actives 0.083% (n = 340,000) | AID 504634; in the data active = inhibition mostly above about 23%, no sharp cut-off; inactive = mostly below about 18%;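 note: 0% = cells with DMSO and 100% = no-cell wells with DMSO; some compounds called inactive have numbers as strong as hits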
Pemphigus Ab inh = blocks pemphigus antibody binding to human desmoglein-3. DSG3-coupled beads, scFv-anti-DSG3-GFP binding, flow cytometry; stronger effect = lower value. binding (percent of control), % at 10 µM. actives 0.48% (n = 310,000). AID 588358;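 active = binding more than 3 SD below its plate's average and above zero; inconclusive = below that plate limit but binding exactly zero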;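 note: hits lower antibody fragment binding to DSG3; some compounds called inactive have numbers as strong as hits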
HTR5A ag ctr = activates human HTR5A in OPRM1-OPRD1 agonist counter-screen; actives 0.61% (n = 340,000); P47898; HTR5A agonist assay, luminescence, cell-based; activation, % at 9.3 µM; in the data active = activation mostly above about 9.5%, no sharp cut-off; inactive = mostly below about 7.6%;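 note: 0% = cells with vehicle only and 100% = reference agonist; strong numbers were not always called active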
AddAB inh = less growth of phage-infected E. coli with AddAB; E. coli expressing H. pylori AddAB, absorbance growth; inhibition, % at 11.9 µM; actives 0.29% (n = 330,000); AID 435030; in the data active = inhibition above about 12%;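 note: 0% = vehicle wells of infected cells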
OPRM1-OPRD1 inv = inverse agonist of human OPRM1-OPRD1 heterodimerization; P35372+P41143; cell-based MOR-DOR heterodimer luminescence, inverse agonism; inhibition, % at 9.3 µM; actives 0.21% (n = 340,000); AID 504357; in the data active = inhibition above about 22%, passing the limit was not always enough;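 note: 0% = cells with DMSO and 100% = wells without cells with DMSO; values of inactives mirror those of a sister screen read the other way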
Target sequence (P35372 whole entry, looked up): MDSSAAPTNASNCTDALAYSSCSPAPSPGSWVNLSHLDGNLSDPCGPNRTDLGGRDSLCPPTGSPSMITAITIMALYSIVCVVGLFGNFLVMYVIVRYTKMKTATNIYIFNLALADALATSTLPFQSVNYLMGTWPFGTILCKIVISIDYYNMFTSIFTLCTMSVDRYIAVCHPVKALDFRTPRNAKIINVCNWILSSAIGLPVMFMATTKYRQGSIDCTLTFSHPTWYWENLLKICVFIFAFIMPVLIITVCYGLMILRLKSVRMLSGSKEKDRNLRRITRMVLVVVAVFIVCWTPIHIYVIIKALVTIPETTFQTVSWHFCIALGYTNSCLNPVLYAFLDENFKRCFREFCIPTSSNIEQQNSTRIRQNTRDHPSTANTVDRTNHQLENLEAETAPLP
Target sequence (P41143 whole entry, looked up): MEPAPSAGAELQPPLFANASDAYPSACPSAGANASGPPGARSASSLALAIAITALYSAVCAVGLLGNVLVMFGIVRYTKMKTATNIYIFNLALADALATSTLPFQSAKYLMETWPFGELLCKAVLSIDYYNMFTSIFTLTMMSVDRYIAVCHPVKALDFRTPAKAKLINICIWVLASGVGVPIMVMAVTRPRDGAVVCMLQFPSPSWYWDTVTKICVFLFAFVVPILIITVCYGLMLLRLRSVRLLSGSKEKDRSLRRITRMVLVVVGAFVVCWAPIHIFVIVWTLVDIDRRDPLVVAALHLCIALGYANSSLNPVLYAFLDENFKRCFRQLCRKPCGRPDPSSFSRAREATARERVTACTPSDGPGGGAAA
OPRM1-OPRD1 ag = OPRM1-OPRD1 heterodimerization agonism. activation, % at 9.3 µM. AID 504326. actives 0.3% (n = 340,000). cells, luminescence. P35372+P41143; in the data active = activation above about 18%;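 note: 0% = vehicle-treated cells and 100% = reference agonist; values of inactives mirror those of a sister screen read the other way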
phage Ecoli inh = E. coli growth loss with phage present | growth absorbance | inhibition, % at 11.9 µM | actives 0.26% (n = 360,000); in the data active = inhibition above about 11%
Ecoli viability = counter-screen for AddAB inhibitors: E. coli growth inhibition | E. coli V3065 growth, OD600 absorbance, 18 h | inhibition, % at 11.9 µM | actives 0.27% (n = 330,000) | AID 449728;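 active = inhibition above the campaign's mean inhibition across all tested compounds plus 3 SD, cut at about 9.9% in these data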;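 note: uninfected addAB+ strain grown without phage in ampicillin broth; 0% = DMSO wells and 100% = ciprofloxacin 0.95 µg/ml wells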
SUMO Mot1 rescue = blocks SUMOylation pathway, rescuing yeast Mot1-301 growth. actives 1% (n = 320,000). AID 2716. growth rescue, % at 18.8 µM. S. cerevisiae Mot1-301 growth rescue, ATP luminescence, 38.5C; percent above DMSO median, 100 means doubled;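 active = every valid replicate shows activation above 250% relative to neutral control wells; inactive = the rest, any valid replicate at or below 250%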;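 note: OY570 slx delta 5 strain wells were the positive control but not used for scaling; some compounds called inactive have numbers as strong as hits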
PKA-R1A activ = activators of PKA-R1A complex; P00514+P68181; PKA-R1A dissociation, Cy5-IP20 fluorescence polarization; scaled: DMSO 0%, 113 µM cGMP 100%; activation, % at 11.4 µM; actives 0.083% (n = 340,000); AID 504707;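 active = percent activation above the mean of all tested compounds plus 3 SD, cut at about 19% in these data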;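 note: higher means more PKAc released from R1A so a rise in polarization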
PfHsp90 yeast 2 = inhibits growth of yeast expressing Plasmodium falciparum Hsp90; S. cerevisiae expressing PfHsp90, BacTiter-Glo ATP, 48 h; yeast lacking PDR1 and PDR3 efflux regulators; inhibition, % at 9.4 µM; actives 0.32% (n = 310,000); AID 504621;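 active = every replicate shows inhibition above about 80%, whatever the replicate mean, limit read from the data; inconclusive = mean inhibition reaches the set limit but some replicate falls short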;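 note: 0% = DMSO neutral controls and 100% = 20 µM radicicol positive controls; yeast relying on Plasmodium falciparum Hsp90 in place of its own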
* hit, by the source's call; ? = inconclusive; . = not tested or not shown.

No.	mol	HTR5A inv ag	Pemphigus Ab inh	HTR5A ag ctr	AddAB inh	OPRM1-OPRD1 inv	OPRM1-OPRD1 ag
1	O=C(CC1C[C@H](C(=O)N2CCCCC2)[C@@]2(CCc3ccccc3)c3[nH]c4ccccc4c3CCN2C1=O)NCCCn1ccnc1 (stereo partly specified)	11	97	-3	1.3	10	-2.2
2	CNC(=O)c1sc(-c2ccccn2)nc1C	38	109	-3	0.3	12	-2.5
3	COC(=O)Cn1c2ccc(F)cc2c2nc(C)sc21	5	99	-2	0.9	11	-2.0
4	O=C(CSc1nnc(COc2ccccc2)o1)N1CCCCC1	1	109	0	3.3	9	-1.6
5	O=C(Cc1ccccc1)Nc1cc2c(cc1Cl)OCCCO2	-9	96	3	-1.3	1	-0.2
6	Cc1ccccc1NC(=O)COC(=O)c1ccc2c(c1)OCCO2	-1	101	0	.	18	-3.4
7	CSc1ccc(S(=O)(=O)NCC(=O)OCC(=O)NCc2ccco2)cc1[N+](=O)[O-]	22	100	-9	-1.0	13	-2.5
8	CCCCn1c(N)c(N(C)C(=O)c2ccc(-n3cccn3)cc2)c(=O)[nH]c1=O	-2	94	1	1.8	13	-3.1
9	COc1ccc(CCNC(=O)c2ccc(-c3ccc([N+](=O)[O-])cc3Cl)o2)cc1OC	7	.	5	1.9	-27	5.7
10	Cc1ccc(S(=O)(=O)Nc2cccc3c2O[C@H](CN(C)Cc2ccc(-c4ccccc4)cc2)[C@@H](C)CN([C@H](C)CO)C3=O)cc1	-5	100	1	2.4	-1	0.2

No.	phage Ecoli inh	Ecoli viability	SUMO Mot1 rescue	PKA-R1A activ	PfHsp90 yeast 2
1	6.3	-3.8	-20	6	6
2	1.7	-0.6	145	-4	2
3	4.5	-2.1	-7	0	1
4	5.0	1.5	-13	4	2
5	2.9	-2.3	-8	-2	-10
6	-0.7	.	.	-16	.
7	0.2	-3.9	12	5	-3
8	1.4	0.0	-24	-8	-7
9	2.8	-1.5	-6	-1	6
10	2.1	-1.4	-10	-8	-30

(list continues)
No.	mol	HTR5A inv ag	Pemphigus Ab inh	HTR5A ag ctr	AddAB inh	OPRM1-OPRD1 inv	OPRM1-OPRD1 ag
11	O=C(CN1CCC(NC(=O)c2ccccc2)CC1)NCc1ccccc1F	-7	100	3	-1.4	9	-1.7
12	Cc1ccc[n+](CC(=O)Nc2ccc(N(C)C)cc2)c1	7	116	-2	0.5	16	-3.2
13	O=C1c2ccccc2S(=O)(=O)c2cc(C(=O)N3CCC(N4CCCC4)CC3)ccc21	5	100	-2	0.8	5	-0.9
14	COc1ccc(NC(=O)CSc2nc3ccc(OC)cc3[nH]2)cc1	20	91	2	1.6	8	-1.5
15	Cc1[nH]nc2c1C1(CCOC1C)C(C#N)=C(N)O2 (stereo unspecified)	18	126	-2	-0.4	11	-1.9
16	Cc1c(NC(=O)c2ccc(COc3ccc4ccccc4c3)o2)c(=O)n(-c2ccccc2)n1C	20	120	-4	5.2	-1	0.1
17	COc1ccccc1NC(=O)Cn1nnc(-c2ccccc2NC(=O)c2ccco2)n1	11	115	3	2.7	1	-0.2
18	FC(F)(F)c1ccccc1CN1CCN(C2CCCCCC2)CC1	-13	111	5	2.1	-8	1.5
19	CCOc1cccc(-c2nn3c(-c4cc(C)[nH]n4)nnc3s2)c1	12	110	0	3.1	0	-0.1
20	O=C(O)CCC(=O)N1CCN(c2ccccn2)CC1	17	107	-7	-1.2	16	-3.2

No.	phage Ecoli inh	Ecoli viability	SUMO Mot1 rescue	PKA-R1A activ	PfHsp90 yeast 2
11	1.7	-0.4	-34	4	7
12	2.1	-0.6	-16	6	-2
13	3.1	0.9	8	5	7
14	3.9	2.6	-10	-14	9
15	0.3	1.6	95	10	-3
16	3.1	-3.2	-23	0	-8
17	1.6	1.2	-9	-7	-5
18	-0.5	1.8	112	3	25
19	-0.1	1.4	-13	2	26
20	0.2	1.7	143	-15	28

Going on with the list.
No.	mol	HTR5A inv ag	Pemphigus Ab inh	HTR5A ag ctr	AddAB inh	OPRM1-OPRD1 inv	OPRM1-OPRD1 ag
21	CC(C)c1nnc(NC(=O)CCC(=O)NCc2ccc3c(c2)OCO3)s1	4	115	1	0.5	4	-0.7
22	CS(=O)(=O)N(CC(=O)N1CCc2ccccc2C1)c1ccc(Cl)cc1F	5	101	-1	.	12	-2.8
23	COc1ccc(N(C(=O)C(C)C)S(=O)(=O)c2cccc3cccnc23)cc1	-5	.	8	4.5	8	-1.6
24	Cc1cc(C)cc(NC(=O)CN2CCc3ccccc3C2)c1	3	104	2	0.2	3	-0.5
25	CC(C(=O)NC1CCCCC1)N(Cc1ccccc1)C(=O)c1snc(C(N)=O)c1N (stereo unspecified)	-7	.	3	3.2	13	-2.0
26	CCC(=O)Nc1cnc(NC(=O)c2cccc(F)c2)cc1C	14	102	-1	1.7	4	-0.7
27	CCOC(=O)c1c[nH]n2c(=O)cc(C)nc12	.	99	.	0.6	.	.
28	Cc1cc(-c2n[nH]c(=S)n2-c2ccc(F)cc2)nn1C	-20	86	1	4.9	18	-2.9
29	O=C(CCc1c[nH]c2ccccc12)NCCc1ccccc1	-30	121	-2	3.1	6	-1.1
30	C#CCn1c(=NC(=O)c2cccs2)sc2cccc(OCC)c21	-12	91	-1	-3.4	5	-0.8

No.	phage Ecoli inh	Ecoli viability	SUMO Mot1 rescue	PKA-R1A activ	PfHsp90 yeast 2
21	2.7	0.8	.	-3	-17
22	3.2	.	-9	-7	-8
23	2.5	-2.1	-18	-3	-6
24	2.7	-1.0	1	1	-6
25	1.9	0.6	214	-4	5
26	-0.6	-0.4	-10	3	-8
27	0.1	0.4	-2	.	-4
28	1.4	-0.8	33	-3	7
29	1.8	-0.4	192	0	-10
30	3.3	-1.5	-2	-4	26

Later entries.
No.	mol	HTR5A inv ag	Pemphigus Ab inh	HTR5A ag ctr	AddAB inh	OPRM1-OPRD1 inv	OPRM1-OPRD1 ag
31	O=C(NC1(C(F)(F)F)N=C2SCCN2C1=O)C1CCCCC1 (stereo unspecified)	-12	.	5	3.2	2	-0.4
32	CCOc1ccc(NC2c3ccccc3C(=O)N2c2ccc(Cl)cn2)cc1 (stereo unspecified)	-13	97	-1	0.8	4	-0.7
33	COc1ccc(S(=O)(=O)NCC(c2cccnc2)N2CCN(c3ccccc3)CC2)cc1C (stereo unspecified)	-39	110	3	-2.4	-15	2.6
34	COc1ccc(CCN2C(=O)C3CC(C)=C(C)CC3C2=O)cc1OC (stereo unspecified)	-14	100	5	2.9	2	-0.5
35	Cc1c(C(=O)O)sc2c1c(=O)n(Cc1ccccc1)c(=O)n2C	3	107	-1	0.7	13	-2.9
36	COc1ccc(C2c3c(ncn(CCCO)c3=N)Oc3ccc4ccccc4c32)cc1 (stereo unspecified)	3	110	-2	1.0	6	-1.1
37	O=C(Nc1ccc(C(=O)O)cc1)/C(=C\c1cccc([N+](=O)[O-])c1)NC(=O)c1ccc(Br)o1	12	107	3	0.2	24	-5.0
38	CCc1ccc(NC(=O)CSc2nc3ccccc3nc2N2CCCCC2)cc1	5	98	-2	0.3	-16	2.7
39	CCOc1ccc(N2C(=O)CC(N3CCC(O)(c4ccc(Br)cc4)CC3)C2=O)cc1 (stereo unspecified)	-1	.	1	3.7	3	-0.7
40	CC(C(=O)Nc1nnc(C2CC2)s1)N1C(=O)C2CC=CCC2C1=O (stereo unspecified)	3	97	-1	2.8	-2	0.5

No.	phage Ecoli inh	Ecoli viability	SUMO Mot1 rescue	PKA-R1A activ	PfHsp90 yeast 2
31	-0.6	1.6	13	-1	-4
32	1.5	0.9	-6	-13	-1
33	3.9	1.0	23	-6	3
34	1.6	-1.4	-4	-4	-3
35	3.3	1.7	-5	-2	13
36	2.9	0.4	-6	8	-19
37	1.4	0.2	-3	-10	0
38	2.2	-0.3	14	-9	-32
39	1.3	0.8	3	-3	?
40	0.9	1.6	19	-11	-6

Of the compounds above, 7 have an aryl methoxy group:
No.	mol	HTR5A inv ag	Pemphigus Ab inh	HTR5A ag ctr	AddAB inh	OPRM1-OPRD1 inv	OPRM1-OPRD1 ag
9	COc1ccc(CCNC(=O)c2ccc(-c3ccc([N+](=O)[O-])cc3Cl)o2)cc1OC	7	.	5	1.9	-27	5.7
14	COc1ccc(NC(=O)CSc2nc3ccc(OC)cc3[nH]2)cc1	20	91	2	1.6	8	-1.5
17	COc1ccccc1NC(=O)Cn1nnc(-c2ccccc2NC(=O)c2ccco2)n1	11	115	3	2.7	1	-0.2
23	COc1ccc(N(C(=O)C(C)C)S(=O)(=O)c2cccc3cccnc23)cc1	-5	.	8	4.5	8	-1.6
33	COc1ccc(S(=O)(=O)NCC(c2cccnc2)N2CCN(c3ccccc3)CC2)cc1C (stereo unspecified)	-39	110	3	-2.4	-15	2.6
34	COc1ccc(CCN2C(=O)C3CC(C)=C(C)CC3C2=O)cc1OC (stereo unspecified)	-14	100	5	2.9	2	-0.5
36	COc1ccc(C2c3c(ncn(CCCO)c3=N)Oc3ccc4ccccc4c32)cc1 (stereo unspecified)	3	110	-2	1.0	6	-1.1

No.	phage Ecoli inh	Ecoli viability	SUMO Mot1 rescue	PKA-R1A activ	PfHsp90 yeast 2
9	2.8	-1.5	-6	-1	6
14	3.9	2.6	-10	-14	9
17	1.6	1.2	-9	-7	-5
23	2.5	-2.1	-18	-3	-6
33	3.9	1.0	23	-6	3
34	1.6	-1.4	-4	-4	-3
36	2.9	0.4	-6	8	-19
